Screening results as filed in PubChem BioAssay.
Siah-1 displacement: Siah-1 peptide-binding antagonists, primary screen, biochemical, fluorescence polarization, rhodamine-plectin, uHTS (AID 1817); Siah-1 / rhodamine-plectin peptide fluorescence polarization; higher % means a stronger effect; E3 ubiquitin-protein ligase SIAH1 (Homo sapiens); 0.02% of 290,000 active; displacement, % at 20 µM; hits with a dose series show IC50 in µM;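 active = displacement of at least 50% at 20 µM, with a fluorescence ratio check between 0.3 and a set limit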;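 also: plate controls were Siah plus tracer with DMSO for no effect and tracer alone without Siah for full effect; strong numbers were not always called active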
XIAP antagonists: XIAP antagonists, biochemical, IAP family, fluorescence polarization (AID 1018) | 0.007% of 200,000 active | displacement, % at 20 µM, or IC50 in µM where a hit was titrated | E3 ubiquitin-protein ligase XIAP (Homo sapiens) | XIAP BIR domain, fluorescence polarization peptide displacement; higher % means a stronger effect; in the data active = displacement above about 50%; also: a part of the inactive calls stands beside numbers as strong as those of hits
NOD2 inhibition: NOD2 signaling inhibitors, cell-based, luminescence, uHTS, HEK293 (AID 1566); HEK293 NOD2/NF-kB luciferase reporter, luminescence; higher % means a stronger effect; inhibition, % at 4 µM, or EC50 in µM where a hit was titrated; 0.63% of 290,000 active; also: many of its hits are not listed in these tables
LYP phosphatase: inhibitors of LYP phosphatase, biochemical, fluorescence intensity, uHTS (AID 1779) | Tyrosine-protein phosphatase non-receptor type 22 (Homo sapiens) | recombinant LYP phosphatase, fluorescence intensity; higher % means a stronger effect | inhibition, % at 11.5 µM; hits with a dose series show IC50 in µM | 0.054% of 290,000 active;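 also: plate controls were vehicle with enzyme for no effect and no enzyme for full effect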
Lipid droplet: inhibitors of hepatocyte lipid droplet formation, primary screen, imaging, high-throughput imaging, BODIPY stain | AML12 mouse hepatocytes, oleate lipid droplets | AID 1656, 2009 | 0.4% of 240,000 active | inhibition, % at 6.5 µM;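 active = lipid droplet intensity inhibited by at least 50%, with more than 500 cells counted; inconclusive = wells with under 300 cells, treated as cytotoxic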
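System: AML12 hepatocytes (mouse). Probe or stimulus: oleic acid at 100 µM to induce lipid droplet formation. Times: overnight treatment with compound plus oleate. Detection: Image-based BODIPY and DAPI two-channel analysis. Evaluation: percent inhibition of filter-corrected integrated lipid droplet intensity per well.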
AID2073: inhibitors of Mint1-CaV2.2 protein interaction, biochemical, HTRF (AID 2073); HTRF protein-protein interaction, Mint1-CaV2.2; higher % means a stronger effect; 0.19% of 290,000 active; inhibition, % at 20 µM, or IC50 in µM where a hit was titrated; Voltage-dependent N-type calcium channel subunit alpha-1B (Homo sapiens); in the data active = inhibition mostly above about 51%, no sharp cut-off; inconclusive = no clear call, values can overlap the other calls; inactive = mostly below about 53%; also: some results filed as inactive read as strong as hits
CSM14.1 death rescue: rescue of cells from ER stress-induced death, primary screen, 384-well, CSM14.1, thapsigargin, ATP luminescence (AID 1222) | 190,000 tested, under 10 active | cellular ATP content (survival), % at 20 µM; hits with a dose series show EC50 in µM | CSM14.1 thapsigargin-induced death rescue, ATP luminescence; higher % means a stronger effect;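 active = EC50 below 50 µM in the dose-response confirmation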;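 also: death triggered by thapsigargin at about 15 µM added after 2 h compound pretreatment; cell ATP read after overnight thapsigargin exposure of roughly 18 to 22 hours; normalized against plate controls of thapsigargin alone and 5% DMSO vehicle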
P. falciparum M1AAP: P. falciparum M1AAP inhibitors, biochemical, fluorogenic H-Leu-NHMec substrate, 1536-well (AID 1445) | Aminopeptidase N (Plasmodium falciparum (isolate 3D7)) | recombinant M1AAP, H-Leu-NHMec fluorogenic kinetic assay; higher % means a stronger effect | one-dose inhibition, % at 30 µM; IC50 in µM for titrated hits | 0.42% of 220,000 active;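 active = primary inhibition above the hit cutoff, then over 50% inhibition at one or more dose response concentrations, cut at about 23% in these data, passing the limit was not always enough; inconclusive = conflicting primary data, or primary hits not chosen for dose response; inactive = low primary inhibition, or under 50% at every dose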;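 also: plate controls were DMSO full reaction for no effect and no enzyme background for full effect; strong numbers were not always called active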
P. falciparum M17LAP: P. falciparum M17LAP inhibitors, primary screen, biochemical, fluorogenic H-Leu-NHMec substrate, 1536-well (AID 1619). Leucine aminopeptidase (Plasmodium falciparum (isolate 3D7)). recombinant M17LAP, H-Leu-NHMec fluorogenic kinetic assay; higher % means a stronger effect. inhibition, % at 30 µM; hits with a dose series show IC50 in µM. 0.38% of 220,000 active;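 active = compound inhibiting the enzyme by more than half at any dose during confirmatory dose-response retesting; inconclusive = strong single-dose inhibitors picked by rank but not retested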;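 also: plate controls were full reaction with DMSO carrier for no effect and no enzyme background for full effect; strong numbers were not always called active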
Lipid droplet cells 6.5 µM: recorded beside Lipid droplet, whose call it bears; cell count; measured here: cell count, cytotoxicity flag;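 cells counted across two imaged fields per well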
Starred values were filed as active, the others as inactive; ? = inconclusive; · = not tested or not shown. Rule as the data show it, unless noted: active = inhibition above about 50%; inactive = the rest. This is a subset; rates above refer to the full screens.

SMILES	Siah-1 displacement	XIAP antagonists	NOD2 inhibition	LYP phosphatase	Lipid droplet	Lipid droplet cells 6.5 µM	AID2073	CSM14.1 death rescue	P. falciparum M1AAP	P. falciparum M17LAP
O=C(CCNc1ccc(F)cc1)c1ccco1	-3%	-3.4%	-45%	-4%	-10	734	-4%	-3.6%	5%	-1%
COc1ccc(-c2cccc(C3CC=CC4C3C(=O)N(Cc3ccccc3)C4c3ccc(OC)c(Cl)c3)c2)cc1 (stereo unspecified)	1%	·	-8%	5%	-16	706	23%	·	14%	1%
Cc1ccn2cc(-c3ccc(NS(=O)(=O)c4ccccc4)cc3)nc2c1	-2%	-5.2%	-17%	0%	16	628	18%	2.5%	3%	9%
CSc1ccc(CN2CCCC(N3CCN(c4ccccc4)CC3)C2)cc1 (stereo unspecified)	-1%	·	3%	-9%	-11	824	11%	·	·	·
O=C(CC(=O)Nc1ccc(F)cc1F)Nc1ccc(F)cc1F	-2%	·	-4%	-9%	14	431	14%	·	·	·
O=C(Nc1cccc(F)c1)Nc1ccc2c(c1)C(=O)OC2	4%	·	-25%	4%	4	661	-4%	·	-7%	3%
C/C(=N\NC(=O)c1cc2ccccc2cc1O)c1ccc2c(c1)OCO2	0%	-3.5%	-22%	2%	·	·	47%	-1.8%	17%	5%
COc1ccc(NC(=O)c2cc3c(=O)n(C)c4ccccc4c3n2C)cc1OC	2%	-1.7%	-26%	-3%	·	·	13%	4.9%	6%	-2%
COCC(=O)Nc1c(C(=O)Nc2cccc(OC)c2)oc2ccccc12	-2%	-1.5%	-67%	6%	-21	661	2%	-1.1%	7%	-2%
Cc1csc(NC(=O)NC2(C(F)(F)F)Oc3ccccc3O2)n1	-2%	-1.5%	6%	4%	·	·	20%	-2.1%	10%	33%
O=C(N/N=C/c1cc([N+](=O)[O-])cc([N+](=O)[O-])c1O)/C(=C\c1cccs1)NC(=O)c1ccccc1	49%	-5.6%	8%	2%	2	639	23%	1.1%	30%	-20%
Clc1ccc(-c2cnc3n2CCCCC3)cc1	-1%	-6.2%	-9%	2%	26	709	?	-1.6%	1%	-6%
CSc1ccccc1NC(=O)Nc1ccccc1	9%	-3.7%	-12%	3%	0	726	2%	·	3%	12%
Cc1noc(/C=C/N(C)C)c1S(=O)(=O)N1CCCC(C(=O)Nc2ccccc2F)C1 (stereo unspecified)	-2%	·	-10%	6%	-4	664	-8%	·	·	·
C/C(=N\NC(=O)CSc1nc(C)cc(C)n1)c1cccc([N+](=O)[O-])c1	-8%	-7.2%	30%	-5%	-9	698	0%	1.9%	1%	17%
O=C(CSc1cccc(C(F)(F)F)c1)NC(=O)NCc1ccco1	-2%	0.7%	11%	1%	·	·	21%	-1.3%	4%	5%
CCOc1ccc(CNC(=O)CCC(=O)N2CCSc3ccccc32)cc1	-6%	·	-4%	-7%	-4	715	-6%	·	·	·
CCN(CC)CCCNCC(=O)Nc1ccc(OC)c(Cl)c1	0%	·	9%	-6%	2	698	-7%	·	-4%	-5%
COC(=O)CN1C(=O)C(O)(CC(=O)c2ccc(Br)cc2)c2ccccc21 (stereo unspecified)	9%	-3.9%	2%	-7%	·	·	-7%	-0.6%	-3%	7%
CCOc1ccc2oc(C(=O)OCC(=O)NC3CC3)c(C)c2c1	-2%	-10%	-12%	-3%	1	712	15%	0.8%	5%	4%
COCCOc1cc(NC(=O)CS(=O)(=O)CC(=O)N(C)C)c(Cl)cc1Cl	7%	-2.7%	-20%	-7%	-11	706	-8%	-1.3%	10%	-2%
Cc1ccc(C(=O)COC(=O)c2cccc(NC(=O)c3ccc([N+](=O)[O-])cc3[N+](=O)[O-])c2)cc1	-5%	-7.5%	-136%	5%	·	·	31%	-9.0%	-2%	-14%
Cc1cccc(C(C)(C)C)c1OCCN1CCCC1	4%	-7.2%	11%	-5%	-12	737	7%	-0.9%	0%	15%
Cc1n[nH]c(=O)n1-c1ccc(OC(F)(F)F)cc1	2%	-8.7%	28%	-1%	-1	650	-8%	·	-2%	10%
Cc1ccc(-c2nnn(CCC(=O)Nc3ccc4c(c3)OCO4)n2)cc1	0%	-4.5%	17%	-7%	·	·	7%	-1.6%	15%	11%

An excerpt of the results above:
SMILES	Siah-1 displacement	XIAP antagonists	NOD2 inhibition	LYP phosphatase	Lipid droplet	Lipid droplet cells 6.5 µM	AID2073	CSM14.1 death rescue	P. falciparum M1AAP	P. falciparum M17LAP
Cc1cccc(C(C)(C)C)c1OCCN1CCCC1	4%	-7.2%	11%	-5%	-12	737	7%	-0.9%	0%	15%
Cc1n[nH]c(=O)n1-c1ccc(OC(F)(F)F)cc1	2%	-8.7%	28%	-1%	-1	650	-8%	·	-2%	10%

Next entries:
SMILES	Siah-1 displacement	XIAP antagonists	NOD2 inhibition	LYP phosphatase	Lipid droplet	Lipid droplet cells 6.5 µM	AID2073	CSM14.1 death rescue	P. falciparum M1AAP	P. falciparum M17LAP
Cc1ccccc1N(CC(=O)N/N=C/c1ccc(F)cc1)C(=O)c1ccccc1	-4%	-3.9%	-8%	0%	-10	728	1%	1.4%	1%	5%
CCOc1ccc(/C(O)=C2/C(=O)C(=O)N(c3ncccn3)C2c2ccc(C)cc2)cc1 (stereo unspecified)	-2%	·	0%	-1%	35	695	8%	·	-4%	3%
CC(C)C(OC(=O)c1nsc(Cl)c1Cl)C(=O)NC(C)(C)C (stereo unspecified)	17%	-1.3%	0%	-10%	2	732	-2%	1.7%	-4%	-2%
CCN(C(=N)N=C(N)N)c1ccccc1	-2%	2.7%	16%	-5%	23	698	6%	-0.4%	5%	0%
Cc1ccc(C(=O)N/C(=C/c2ccco2)C(=O)NC2CCS(=O)(=O)C2)cc1 (stereo unspecified)	16%	-1.3%	4%	-1%	21	720	0%	·	9%	6%
CCOC(=O)c1nnn(-c2nonc2N)c1-c1ccccc1Cl	5%	-5.4%	5%	-2%	-3	689	-11%	-1.2%	-2%	7%
O=C1Nc2ccccc2C1(O)Cc1ccncc1 (stereo unspecified)	-4%	-4.6%	4%	-1%	4	730	4%	-1.5%	12%	4%
COc1cccc(OC(=O)N2CCOCC2)c1	0%	-5.2%	-4%	-1%	3	720	-1%	-2.0%	9%	-2%
Cc1nc2c(C(=O)N3CCN(C)CC3)cnn2c(C)c1Cc1ccc(Cl)cc1	-1%	-13%	12%	-7%	4	823	13%	-0.8%	-1%	-9%
Cc1[nH]n(-c2ncc(-c3ccccc3)s2)c(=O)c1C(c1ccc(Br)cc1)C(C#N)C#N (stereo unspecified)	1%	-6.1%	-16%	3%	-26	651	10%	0.4%	0%	6%
Cc1c(C)c2ccc(OCC(=O)c3ccccc3)cc2oc1=O	15%	·	-14%	-9%	1	838	15%	·	·	·
O=C(CCS(=O)(=O)c1cc(Br)cc2c1N(C(=O)C1CC1)CC2)N1CCN(c2ccccn2)CC1	1%	-8.8%	0%	-6%	-4	738	5%	-1.6%	1%	4%
CC1CN(c2nc(N(C)c3ccccc3)nc(N)c2[N+](=O)[O-])CC(C)O1 (stereo unspecified)	7%	·	14%	-4%	-5	732	0%	·	·	·
COc1ccc2nc(SCC(=O)NN)cc(C)c2c1	3%	-5.4%	0%	-4%	·	·	14%	-1.2%	-5%	6%
COc1ccc(S(=O)(=O)n2ccnc2C)c(C)c1C	-4%	·	15%	-12%	0	812	7%	·	·	·
CC(C)(C)c1ccc(C(=O)Nc2ccccc2NC(=O)c2ccco2)cc1	3%	0.6%	-5%	4%	-2	747	2%	-1.6%	7%	0%
O=C(C1CCCN(Cc2ccccc2F)C1)N1CCc2ccccc2C1 (stereo unspecified)	-1%	·	-17%	-5%	-13	668	4%	·	6%	13%
Cc1c(/C(O)=C2\C(=O)C(=O)N(CCCN(C)C)C2c2ccccc2)cnn1-c1ccccc1 (stereo unspecified)	1%	-1.9%	45%	-1%	13	671	13%	1.1%	1%	-2%
CCOC(=O)CCC(=O)NNC(=O)c1ccc(NC(=O)c2ccccc2)cc1	0%	-8.1%	9%	-6%	-3	688	-4%	-2.6%	-3%	-2%
Cc1nnc2n(-c3ccc(Cl)cc3)c(=O)c3c4c(sc3n12)CN(C)CC4	-3%	-1.1%	3%	-8%	·	·	2%	0.6%	·	·
COc1ccc(S(=O)(=O)N2CCN(CC(=O)c3ccc(O)c(O)c3)CC2)cc1	0%	·	8%	-8%	0	720	-15%	·	·	·
Cn1c(=O)c2c(-c3cccc(Br)c3)c(C#N)c(N)nc2n(C)c1=O	1%	·	6%	-2%	-1	665	13%	·	1%	-9%
COC(=O)c1cccc(NC(=S)NCc2ccc(F)cc2)c1	0%	-6.9%	11%	-7%	11	691	-4%	-2.2%	3%	5%
CC[n+]1c(/C=C/c2ccc(OC)c(OC)c2)ccc2ccccc21	0%	·	-117%	-4%	3	816	2%	·	·	·
O=C(O)c1ccccc1SCc1nc2ccccn2c1Br	1%	2.8%	11%	1%	12	656	48%	-0.6%	-3%	-3%

Four compounds from above, ordered by the value under NOD2 inhibition, rising.
SMILES | NOD2 inhibition
O=C(CCNc1ccc(F)cc1)c1ccco1 | -45%
COc1ccc(S(=O)(=O)N2CCN(CC(=O)c3ccc(O)c(O)c3)CC2)cc1 | 8%
COC(=O)c1cccc(NC(=S)NCc2ccc(F)cc2)c1 | 11%
CC1CN(c2nc(N(C)c3ccccc3)nc(N)c2[N+](=O)[O-])CC(C)O1 (stereo unspecified) | 14%
